# Source: PubChem BioAssay (NCI)
# All columns: NCI-60 one-dose screen, growth in % after 48 h at 10 µM unless noted; 100 = growth as untreated, 0 = no growth, -100 = all killed.
# NCI-H460: NCI-H460 lung cancer | AID 1794736 | actives 6.8% (n = 82,000)
# UO-31: UO-31 renal cancer. actives 5.2% (n = 81,000). AID 1794768
# NCI-H522: NCI-H522 lung cancer | actives 8% (n = 78,000) | AID 1794739
# TK-10: TK-10 renal cancer cells | actives 3.9% (n = 81,000) | AID 1794769
# 786-0: 786-0 renal cancer cells. actives 5.1% (n = 81,000). AID 1794775
# CAKI-1: CAKI-1 renal cancer; actives 4.7% (n = 75,000)
# RXF 393: RXF 393 renal cancer cells; actives 6.9% (n = 77,000)
# NCI-H322M: NCI-H322M lung cancer | actives 2.7% (n = 80,000)
# ACHN: ACHN renal cancer. actives 4.9% (n = 81,000)
# Starred values were filed as active, the others as inactive; · = not tested or not shown; & = joins results of further samples. The calls were made as follows: active = growth percent below 10; inactive = the rest.
1: COc1cc(OC)c(C(=O)/C=C/c2cccc(C(F)(F)F)c2)c(OC)c1
2: CC(C)(C)n1cc(-c2ccnc(NCCNS(=O)(=O)c3ccc(O)cc3)c2)c(-c2cccc(O)c2)n1
3: CCCCc1nc2c(N)nc3ccccc3c2n1Cc1ccccc1
4: c1ccc2c(-c3nc(-c4c[nH]c5ccncc45)cs3)c[nH]c2c1
5: COc1cccc(/C=N/NC2=NC3C(N2)N(C)C(=O)N3C)c1O (stereo not drawn)
6: c1csc(-c2cn3ccnc3c(-c3ccc4c(c3)ncn4C3CCCCC3)n2)c1
7: CCOC(=O)c1cc(Cl)nc2ccccc12
8: COc1c(Cl)cc(Cl)c2ccc(C=C3C(=O)NC(=S)NC3=O)nc12

Assay by compound	1	2	3	4	5	6	7	8
NCI-H460	-1.9*	104	68	-26*	102	116	105	103
UO-31	27	91	37	44	87	84	88	93
NCI-H522	-32*	95	60	56	101	85	93	92
TK-10	15	116	83	56	112	112	96	107
786-0	13	103	87	65	103	99	98	-91*
CAKI-1	34	103	57	17	87	110	93	92
RXF 393	-13*	108	54	75	·	124	89	·
NCI-H322M	13	105	·	79	92	100	106	113
ACHN	3.5*	98	79	23	98	104	102	101

9: Cc1nc2ccc(Nc3nc(N4CCOCC4)nc(N4CCOCC4)n3)cc2n1Cc1ccccc1
10: NCCCOc1cc2ccccc2cc1C(=O)Nc1ccc(Cl)cc1OC(=O)c1cc2ccccc2cc1OCCCN
11: CNC(=O)c1cc(Oc2cccc3nc(Nc4ccc(F)c(Cl)c4)ccc23)ccn1
12: COc1ccc(C(=O)N2N=C(c3ccc(Br)cc3)CC2c2cn(-c3ccccc3)nc2-c2ccccc2)cc1 (stereo not drawn)
13: CCNC(COC(=O)c1ccc([N+](=O)[O-])cc1)C1CCCCC1 (stereo not drawn)
14: CC(CC(C#CC(CC(C)CC(C)(C)C)N(C)C)N(C)C)CC(C)(C)C (stereo not drawn)
15: COc1cc(/C=C/C(=O)c2c(C)n([O-])c3ccc(Cl)cc3[n+]2=O)cc(OC)c1OC
16: COc1cccc(-c2nc3sccn3c2-c2ccnc(NCCCNS(=O)(=O)c3ccc(Cl)cc3)c2)c1

Assay by compound	9	10	11	12	13	14	15	16
NCI-H460	97	-90*	63	42	113	95	64	50
UO-31	76	·	69	85	94	·	·	12
NCI-H522	70	·	40	·	103	·	·	56
TK-10	105	·	53	·	110	108	103	83
786-0	86	-86*	43	74	109	·	94	58
CAKI-1	96	-76*	97	75	100	100	107	33
RXF 393	86	-86*	75	82	106	99	43	65
NCI-H322M	102	-69*	77	78	·	117	90	74
ACHN	104	-97*	75	88	103	92	80	36

17: O=C1CCN(Cc2ccc(Cl)cc2Cl)C(=O)N1
18: COc1ccc(-c2cc(-c3ccc(OC)cc3)nc(N3CCN(CCNc4ccnc5cc(Cl)ccc45)CC3)n2)cc1
19: CCOC(=O)c1cc(C(=O)c2cc(OC)cc(OC)c2)n2ccc(/C=C/c3ccn4c(C(=O)c5cc(OC)cc(OC)c5)cc(C(=O)OCC)c4c3)cc12
20: COc1cc(NCCCCCNC(C)C)c2ncccc2c1
21: COc1ccc(-c2nc(SCCCCC(=O)NO)[nH]c(=O)c2C#N)cc1
22: O=C(c1ccccc1)c1ccc2nc(-c3ccccc3F)[nH]c2c1
23: CC(=O)CC1CCCC(CC(C)=O)N1C (stereo not drawn)
24: COCCn1cc(-c2nc(-c3cc4cccnc4[nH]3)cs2)c2cc(OC)ccc21

Assay by compound	17	18	19	20	21	22	23	24
NCI-H460	105	105	101	117&103	106	113	107	7.2*
UO-31	·	67	84	45&60	107	72	96	11
NCI-H522	·	103	87	42&92	103	98	111	42
TK-10	101	99	105	90&92	103	129	116	-4.7*
786-0	110	79	·	89&94	103	107	115	29
CAKI-1	84	104	91	92&92	104	90	102	34
RXF 393	124	73	107	93&91	124	118	102	23
NCI-H322M	·	107	97	104&83	96	109	130	21
ACHN	102	112	97	91&100	101	98	99	22

25: CNC(=O)c1cc(N2CCc3c2ccc(NC(=O)Nc2ccc(Cl)c(C(F)(F)F)c2)c3F)ccn1
26: Cn1cc(-c2nn3c(C=O)c(-c4ccc(F)cc4)nc3s2)c2ccccc21
27: CCOC(=O)c1c(C)nc2c(c1N)C(=O)C(=O)N2c1cc(OC)c(OC)c(OC)c1
28: COc1ccc(CNC(=O)C2CSC3(C)c4ccccc4C(=O)N23)cc1 (stereo not drawn)
29: Cc1nn(-c2ccccc2)c2c1C(=O)[C@@]1(C=N2)CCCC1=O
30: CC(CCC(=O)O)(c1ccc(OC(=O)Nc2ccccc2Cl)cc1)c1ccc(OC(=O)Nc2ccccc2Cl)cc1
31: O=c1c2sc3ncc(Br)cc3c2nnn1-c1cccc(Cl)c1
32: O=C(O)C(Cc1ccc(OS(=O)(=O)Cc2ccccc2)cc1)NS(=O)(=O)Cc1ccccc1 (stereo not drawn)

Assay by compound	25	26	27	28	29	30	31	32
NCI-H460	72	105	101	110	110	107	98	119&106
UO-31	78	84	92	89	90	87	104	86&96
NCI-H522	·	93	69	72	103	98	83	97
TK-10	77	112	97	100	114	98	98	110&101
786-0	88	100	94	98	103	101	92	114&99
CAKI-1	63	91	·	86	98	85	97	99&91
RXF 393	60	96	101	95	108	119	87	126&118
NCI-H322M	106	93	108	108	103	99	109	127&119
ACHN	96	99	104	101	100	106	88	101&105

33: O=C1Nc2ccc(Cl)cc2/C1=C\c1ccc(OCc2ccccc2)cc1
34: COc1ccc(-c2cc(-c3cc(OC)c(OC)c(OC)c3)c(C#N)c(N3CCOCC3)n2)cc1
35: COc1cc2c(cc1O)[C@@]1(C)[C@H](c3ccccc3Br)OC(=O)N1CC2
36: Cc1nn(-c2ccc(F)cc2)c2ncnc(Oc3ccc(NC(=O)Nc4ccc(Cl)c(C(F)(F)F)c4)cc3)c12
37: O=C1OC(=O)c2c(I)c(I)c(I)c(I)c21
38: Cc1oc2c(C)c3oc(=O)cc(C)c3cc2c1CCl
39: COc1ccc(C(=O)n2cc(C=O)c3ccccc32)cc1
40: Nc1ccc(S(=O)(=O)c2ccc(NCNC(CSSCC(NCNc3ccc(S(=O)(=O)c4ccc(N)cc4)cc3)C(=O)O)C(=O)O)cc2)cc1 (stereo not drawn)

Assay by compound	33	34	35	36	37	38	39	40
NCI-H460	104	83	97	101	110	92	110	100
UO-31	76	53	85	100	71	48	71	87
NCI-H522	98	82	75	100	104	55	99	·
TK-10	113	77	92	104	121	86	123	113
786-0	103	83	104	106	105	84	102	103
CAKI-1	87	47	92	95	91	52	85	101
RXF 393	105	63	99	107	101	84	106	101
NCI-H322M	100	96	116	100	113	76	95	101
ACHN	101	81	83	102	100	78	92	97

# Entries of single compounds from above. Values in the order: NCI-H460	UO-31	NCI-H522	TK-10	786-0	CAKI-1	RXF 393	NCI-H322M	ACHN
# Listed for COc1cc2c(cc1O)[C@@]1(C)[C@H](c3ccccc3Br)OC(=O)N1CC2 → 97	85	75	92	104	92	99	116	83
# Listed for Cc1nn(-c2ccc(F)cc2)c2ncnc(Oc3ccc(NC(=O)Nc4ccc(Cl)c(C(F)(F)F)c4)cc3)c12 → 101	100	100	104	106	95	107	100	102

# Continuation.
41: OCCNCCNc1c2ccccc2nc2ccccc12
42: O=C(COCC(=O)N/N=C/c1ccc(Cl)cc1)N/N=C/c1ccc(Cl)cc1
43: CCCCN(CCCC)CC(O)c1cc(-c2ccc(C(F)(F)F)cc2)nc(-c2ccc(C(F)(F)F)cc2)c1 (stereo not drawn)
44: C=C(C)C(CCc1nc(N)nc(N)n1)(CCc1nc(N)nc(N)n1)C(C)=O
45: CC/C(C)=N/NS(=O)(=O)c1ccc(C)cc1
46: COc1ccc(-n2nc(C)c3c(Oc4ccc(NC(=O)Nc5ccc(Cl)c(C(F)(F)F)c5)cc4)ncnc32)cc1
47: CCCN(CCNc1cc(OC)cc2cccnc12)C(C)C
48: C/C=C(\C)C(C(=O)NC1CCCCC1)N(C(=O)C1CCc2cc(F)ccc2O1)c1cc(Cl)cc(Cl)c1 (stereo not drawn)

Assay by compound	41	42	43	44	45	46	47	48
NCI-H460	55	108	99	108	105	101	85	101
UO-31	65	88	60	80	95	83	69	77
NCI-H522	42	100	81	104	84	98	85	88
TK-10	83	123	100	103	·	108	121	95
786-0	85	103	84	116	94	105	100	100
CAKI-1	95	94	86	106	111	91	92	88
RXF 393	102	98	82	120	·	109	·	107
NCI-H322M	53	104	84	112	97	94	90	103
ACHN	65	111	67	96	96	107	66	99

49: COc1cc2c(OCCN3CCOCC3)nc3c4cc5c(cc4ccc3c2cc1OC)OCO5
50: CC1(C)CC(O)(C(Cl)c2ccccc2)C(=O)c2ccccc21 (stereo not drawn)
51: COc1ccc(/C=C/C(=O)/C=C/c2cc3ccc(Cl)cc3[nH]c2=O)cc1
52: O=C(NN1C(=O)c2ccccc2C1=O)c1ccc(NC(=O)c2ccccn2)cc1
53: N#Cc1ccc(C(=O)CSc2nccc(Nc3ccc(S(=O)(=O)Nc4ccccn4)cc3)n2)cc1
54: CCCSC(=O)c1ccccc1
55: CC(C)=CCC[C@](C)(O)[C@H]1CC[C@]2(C)[C@@H]1CC[C@@H]1[C@@]3(C)Cc4nc5ccccc5nc4C(C)(C)[C@@H]3CC[C@]12C
56: O=C1CSC(c2ccc(Cl)cc2)N1Cc1ccc2c(c1)OCO2 (stereo not drawn)

Assay by compound	49	50	51	52	53	54	55	56
NCI-H460	54	93	87	105	104	109	97	116
UO-31	100	74	76	82	72	99	77	84
NCI-H522	40	67	82	93	87	96	82	105
TK-10	92	111	124	98	107	108	107	95
786-0	48	90	95	99	99	101	104	84
CAKI-1	·	59	93	87	91	94	81	83
RXF 393	57	83	87	105	80	110	114	111
NCI-H322M	89	94	97	99	·	105	95	93
ACHN	·	98	89	100	100	98	97	94

# 12 entries from above in a different format:
entry	smiles	NCI-H460	UO-31	NCI-H522	TK-10	786-0	CAKI-1	RXF 393	NCI-H322M	ACHN
45	CC/C(C)=N/NS(=O)(=O)c1ccc(C)cc1	105	95	84	·	94	111	·	97	96
46	COc1ccc(-n2nc(C)c3c(Oc4ccc(NC(=O)Nc5ccc(Cl)c(C(F)(F)F)c5)cc4)ncnc32)cc1	101	83	98	108	105	91	109	94	107
47	CCCN(CCNc1cc(OC)cc2cccnc12)C(C)C	85	69	85	121	100	92	·	90	66
48	C/C=C(\C)C(C(=O)NC1CCCCC1)N(C(=O)C1CCc2cc(F)ccc2O1)c1cc(Cl)cc(Cl)c1 (stereo not drawn)	101	77	88	95	100	88	107	103	99
49	COc1cc2c(OCCN3CCOCC3)nc3c4cc5c(cc4ccc3c2cc1OC)OCO5	54	100	40	92	48	·	57	89	·
50	CC1(C)CC(O)(C(Cl)c2ccccc2)C(=O)c2ccccc21 (stereo not drawn)	93	74	67	111	90	59	83	94	98
51	COc1ccc(/C=C/C(=O)/C=C/c2cc3ccc(Cl)cc3[nH]c2=O)cc1	87	76	82	124	95	93	87	97	89
52	O=C(NN1C(=O)c2ccccc2C1=O)c1ccc(NC(=O)c2ccccn2)cc1	105	82	93	98	99	87	105	99	100
53	N#Cc1ccc(C(=O)CSc2nccc(Nc3ccc(S(=O)(=O)Nc4ccccn4)cc3)n2)cc1	104	72	87	107	99	91	80	·	100
54	CCCSC(=O)c1ccccc1	109	99	96	108	101	94	110	105	98
55	CC(C)=CCC[C@](C)(O)[C@H]1CC[C@]2(C)[C@@H]1CC[C@@H]1[C@@]3(C)Cc4nc5ccccc5nc4C(C)(C)[C@@H]3CC[C@]12C	97	77	82	107	104	81	114	95	97
56	O=C1CSC(c2ccc(Cl)cc2)N1Cc1ccc2c(c1)OCO2 (stereo not drawn)	116	84	105	95	84	83	111	93	94

# Going on with the list:
57: COc1cc(OC)cc(-c2cncn2-c2ccc(-c3nc4ccc(F)cc4s3)cc2)c1
58: O=C(CSc1nc2sc3c(c2c(=O)n1-c1ccc(Cl)cc1)CCCC3)Nc1nc(-c2cccc([N+](=O)[O-])c2)cs1
59: CC(/C=C1\SC(=S)N(CCCC(=O)NC(CC(C)C)C(=O)O)C1=O)=C\c1ccccc1 (stereo not drawn)
60: COc1ccc(/C=C/C(=O)c2cc(CC=C(C)C)c(OC)cc2OC)c(OC)c1
61: COc1ccc(OC)c(/C=C2\Cc3cc(F)ccc3C2=O)c1
62: COc1ccc(/C=C/C(=O)c2ccc(NC(=O)CSc3nc4c([nH]3)c(=O)n(C)c(=O)n4C)cc2)cc1
63: N#CC1=C(c2ccccc2)Nc2c(c(-c3ccc(Cl)cc3)nn2-c2ccccc2)C12C(=O)Nc1ccccc12 (stereo not drawn)
64: CC(=O)NNC(=S)/N=C\C(C(=O)c1ccccc1)=C(/O)c1ccccc1
65: CCCNS(=O)(=O)c1ccc(Cl)cc1
66: CCN(CC)CCC(CNc1c(C)cnc2cc(Cl)ccc12)c1ccccc1 (stereo not drawn)

Assay by compound	57	58	59	60	61	62	63	64	65	66
NCI-H460	100	102	100	104	97	103	94	110	103	86
UO-31	70	85	64	61	82	94	69	80	90	65
NCI-H522	97	86	84	·	87	95	89	86	97	104
TK-10	101	114	131	144	110	102	102	130	106	101
786-0	90	100	93	81	104	87	92	100	98	·
CAKI-1	79	92	79	·	89	91	80	98	94	85
RXF 393	87	104	96	·	98	101	29	98	114	81
NCI-H322M	110	101	93	87	104	94	109	94	94	99
ACHN	99	101	54	94	91	99	102	99	102	99
